p-CIP stab down: lowers stability of the mouse p/CIP coactivator protein; F442A p/CIP-EGFP cells, EGFP fluorescence, 16 h; actives 0.01% (n = 290,000); Q05BA5; decrease of EGFP signal, % at 10 µM;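 active = EGFP signal decrease of at least 30% at 10 µM or well 3 SD below plate mean, unless failing retest; inactive = the rest, including hits failing retest or dose response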; also: some compounds called inactive have numbers as strong as hits; many of its hits are not listed in these tables
UBC9 SUMO inh: blocks human SUMOylation mediated by UBC9; AID 2006; HTRF SUMOylation assay, SAE1/SAE2 + UBC9, in vitro; P63279; actives 0.36% (n = 290,000); inhibition, % at 35 µM; in the data active = inhibition above about 50%, passing the limit was not always enough; also: strong numbers were not always called active
Target sequence (P63279 whole entry, looked up): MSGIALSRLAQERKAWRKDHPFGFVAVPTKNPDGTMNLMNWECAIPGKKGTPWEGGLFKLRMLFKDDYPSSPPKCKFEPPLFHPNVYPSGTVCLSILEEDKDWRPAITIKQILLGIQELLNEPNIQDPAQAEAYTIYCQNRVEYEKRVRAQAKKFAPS
IMP-1 inh: inhibitors of Pseudomonas aeruginosa IMP-1 metallo-beta-lactamase. purified IMP-1, nitrocefin hydrolysis, epi-absorbance fluorescence. inhibition, % at 5.6 µM. actives 0.45% (n = 290,000). AID 1556;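 active = inhibition above the mean plus 3 SD of all compounds in the same screening run, cut at about 4.5% in these data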;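 also: 0% = IMP-1 with DMSO and 100% = DMSO wells lacking enzyme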
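Material – recombinant IMP-1 enzyme, purified · Amount – IMP-1 0.2 nM before substrate addition · Medium – HEPES buffer pH 7.1 with ZnSO4 and Brij 35 · Timing – 25 °C, 15 min preincubation, 25 min reaction · Measured by – plate fluorescence quenching by hydrolysis product, ex 480/em 530 nm · Read-out – percent enzyme inhibition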
GalR3 antagonist: antagonists of human GalR3 | inhibition, % at 3 µM | O60755 | HEK293 GalR3-CNG cAMP membrane potential fluorescence; galR3 body fused to GalR1 C-terminus | actives 0.44% (n = 360,000);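 active = inhibition above the screen-wide average plus 3 SD, cut at about 13% in these data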;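 also: forskolin and galanin both at EC90 stimulate the cells; cAMP rise reported by CNG channel membrane potential dye signal; 0% = forskolin plus galanin with DMSO and 100% = forskolin alone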
Target sequence (O60755 1-299 limits assumed): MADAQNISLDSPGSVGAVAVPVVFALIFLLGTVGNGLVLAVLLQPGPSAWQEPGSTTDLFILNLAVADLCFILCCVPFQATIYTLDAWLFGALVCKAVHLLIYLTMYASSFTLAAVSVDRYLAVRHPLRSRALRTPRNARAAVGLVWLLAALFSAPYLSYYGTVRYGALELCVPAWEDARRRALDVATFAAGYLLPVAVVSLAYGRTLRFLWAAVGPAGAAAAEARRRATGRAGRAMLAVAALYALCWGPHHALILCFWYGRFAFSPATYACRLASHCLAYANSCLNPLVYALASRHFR
IDE act: IDE (human) activation, cell-based; P14735; HEK cells, FAbeta-B cleavage, fluorescence polarization; 0% vehicle, 100% cell-free pure enzyme wells; activation, % at 5.96 µM; actives 0.073% (n = 340,000); AID 493087;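 active = activation above the mean of all tested compounds plus 3 SD, set per screening campaign, cut at about 17% in these data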
CRFBP-R2 block: CRF-BP/CRF-R2 complex antagonism | inhibition, % at 11.8 µM | HEK293 CRF-R2/CRF-BP, CRF-induced calcium fluorescence | AID 588475 | actives 0.59% (n = 350,000);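 active = inhibition of the ligand-induced calcium signal above about 50% at the single tested concentration, limit read from the data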
IDE cell inh: cellular human IDE inhibition | inhibition, % at 5.59 µM | actives 0.41% (n = 320,000) | HEK cells, FAbetaB cleavage, fluorescence polarization | AID 434962;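 active = percent inhibition above the average of all tested compounds plus 3 SD, set per screening campaign, cut at about 16% in these data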;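 also: IDE supplied by intact live HEK cells; FP after avidin binding of uncleaved biotin substrate so inhibition keeps polarization high; 0% = DMSO wells and 100% = 60 µM reference IDE inhibitor Ii1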
NS3 helicase inh: inhibitors of Hepatitis C virus NS3 helicase; inhibition, % at 10.9 µM; NS3 helicase DNA unwinding, Cy5 molecular beacon fluorescence; actives 0.56% (n = 290,000);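 active = inhibition above the mean of all tested compounds plus 3 SD, set per campaign, cut at about 35% in these data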;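 also: 0% = DMSO wells and 100% = thioflavine S control wells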
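Compound dosing – single dose, 10.9 µM nominal final, DMSO 0.8% final · System – NS3 helicase fragment of HCV · Buffer or medium – MOPS pH 6.5, MgCl2, DTT, Tween20, BSA · Signal – Cy5 beacon fluorescence read at start and 1 h · Also added – annealed dual-labelled DNA beacon duplex, ATP-started · Schedule – 1 h at 25 °C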
VIM-2 inhibitor: inhibitors of Pseudomonas aeruginosa VIM-2 metallo-beta-lactamase. purified VIM-2, nitrocefin hydrolysis, epi-absorbance fluorescence. inhibition, % at 5.6 µM. actives 0.89% (n = 290,000);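 active = inhibition above the mean of all tested compounds plus 3 SD, cutoff set per screening run, cut at about 7.5% in these data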;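 also: red hydrolysis product quenches plate fluorescence so inhibitors raise well fluorescence; 0% = enzyme with DMSO and 100% = DMSO without enzyme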
An asterisk follows results filed as active; / = no result given.

SMILES | p-CIP stab down | UBC9 SUMO inh | IMP-1 inh | GalR3 antagonist | IDE act | CRFBP-R2 block | IDE cell inh | NS3 helicase inh | VIM-2 inhibitor
Cc1cc(C)c2c(CC(=O)N3CCCC3)coc2c1 | 1 | 19 | -1.1 | -3 | 3 | 18 | 3 | 0 | -1.0
Cc1ccc(NC(=O)c2ccc(=O)n(CC(=O)Nc3c(C)cc(C)cc3C)n2)cc1 | -13 | / | 0.7 | -7 | -2 | 2 | 3 | 22 | -1.9
C/C(=N\OCC(=O)N/N=C/c1ccccc1O)c1cccs1 | -6 | 25 | -2.0 | -6 | 4 | -7 | -2 | -3 | -0.7
C=C(C)COc1ccc(-c2nc(N)ncc2-c2ccccc2OC)c(O)c1 | -11 | 5 | -1.9 | 7 | 9 | -30 | -3 | -31 | -3.0
COc1ccc(C(C(=O)NC2CCCC2)N(C(=O)c2snc(C(N)=O)c2N)c2cc(C)ccc2OC)cc1OC (stereo unspecified) | -16 | 12 | -1.9 | -11 | -2 | -8 | -4 | -6 | -3.5
CCCc1nnc(SCC(=O)N2CCCCC2C)n1CCCOC (stereo unspecified) | -12 | 7 | -2.4 | -2 | 2 | 12 | -10 | 7 | -1.4
CCOC(=O)c1sc2nc(NC(=O)C3CCCCC3)sc2c1C | -5 | 4 | -1.7 | 2 | 5 | 0 | 4 | 10 | -3.4
CCCCN(C(=O)CSc1cc(C)c2ccccc2n1)c1c(N)n(Cc2ccccc2)c(=O)[nH]c1=O | -11 | 8 | -1.0 | -7 | -5 | 0 | -1 | 12 | -3.7
Cc1ccc(C(=O)Nc2ccc3cn[nH]c3c2)cc1S(=O)(=O)N1CCCCC1 | 4 | -14 | -3.9 | -1 | -3 | -24 | 3 | -1 | -7.2
Cc1nc2cc(C(F)(F)F)ccc2n1C1CCN(C(=O)N2CCOCC2)CC1 | 3 | 7 | -1.9 | -1 | 3 | 8 | 6 | -4 | 0.1
O=C(c1ccc(F)cc1)C1CCN(C(=O)Nc2ccccc2Cl)CC1 | 5 | 6 | -0.2 | -5 | -2 | -10 | 6 | -1 | 1.8
CC(C)CC(=O)Nc1ccc(C(=O)COC(=O)C2=COCCO2)cc1 | / | / | / | -3 | 5 | 1 | -3 | / | /
Cc1cc(/C=C(\C#N)C(=O)O)c(C)n1CC1CCCO1 (stereo unspecified) | -1 | 18 | -3.3 | -8 | -3 | 4 | 1 | 17 | -1.6
Cn1ncc(Cl)c1C(=O)Nc1cccnc1 | -5 | 13 | -3.1 | -1 | -3 | 0 | 3 | 4 | -5.3
Cc1ccc(SC(c2ccccc2)C(Cn2cncn2)C(=O)c2ccccc2)cc1 (stereo unspecified) | -9 | 20 | -3.6 | -2 | 1 | 9 | 7 | -3 | -3.8
CN(c1ccccc1)S(=O)(=O)c1cccc(NC(=O)C2=NNC(=O)CC2)c1 | / | / | / | -6 | 2 | -1 | 16 | / | /
COc1ccc(/C(C)=N/N2C(=O)c3ccccc3NC2c2ccc(O)c(OC)c2)cc1 (stereo unspecified) | -2 | 10 | -2.1 | 4 | 0 | -12 | 1 | 7 | -2.2
O=C1[C@H]2[C@@H](/C=C/c3ccccc3)N3C(=O)CN(CCO)C(=O)[C@@]3(Cc3ccccc3)[C@H]2C(=O)N1c1ccccc1 | -7 | -2 | 0.3 | -2 | 3 | 8 | 4 | 20 | 0.1
Cc1c(Br)c([N+](=O)[O-])nn1CC(=O)N1CCc2ccccc21 | -2 | 12 | -2.5 | 2 | -2 | -8 | 2 | 2 | -1.7
O=C(Nc1nc2ccc(S(=O)(=O)N3CCCCC3)cc2s1)C1CCCO1 (stereo unspecified) | -9 | 5 | -3.8 | -4 | 1 | -10 | -1 | -7 | -3.3
COc1cccc2sc(NNC(=O)C3COc4ccccc4O3)nc12 (stereo unspecified) | -3 | -52 | -2.2 | -5 | 2 | -1 | 10 | 1 | -4.3
C/C(=N\NC(=O)NC1CCCCC1)c1ccc(Cl)s1 | 4 | -12 | -1.5 | -9 | 2 | -55 | / | -2 | -2.2
CC(=O)Oc1ccc(-c2ccc(C(=O)OCC(=O)c3c(N)n(C)c(=O)n(C)c3=O)cc2)cc1 | / | / | / | -5 | 0 | 1 | -2 | / | /
CC(c1nnc(SCC(=O)c2c(N)n(C)c(=O)n(C)c2=O)n1-c1ccc(Cl)cc1)N(C)C (stereo unspecified) | -1 | 9 | 0.7 | -1 | -2 | 11 | -2 | -5 | -0.5
COc1ccc(CCN(C(=O)c2ccccc2)C2=CC3CCC(C2)N3C)cc1OC (stereo unspecified) | -20 | 19 | -2.6 | / | / | / | / | 3 | -0.7

Results in CRFBP-R2 block, IMP-1 inh and VIM-2 inhibitor (3 entries from above):
SMILES	CRFBP-R2 block	IMP-1 inh	VIM-2 inhibitor
O=C(c1ccc(F)cc1)C1CCN(C(=O)Nc2ccccc2Cl)CC1	-10	-0.2	1.8
CC(C)CC(=O)Nc1ccc(C(=O)COC(=O)C2=COCCO2)cc1	1	/	/
Cc1cc(/C=C(\C#N)C(=O)O)c(C)n1CC1CCCO1 (stereo unspecified)	4	-3.3	-1.6

(further entries)
SMILES | p-CIP stab down | UBC9 SUMO inh | IMP-1 inh | GalR3 antagonist | IDE act | CRFBP-R2 block | IDE cell inh | NS3 helicase inh | VIM-2 inhibitor
COc1cc(C(=O)Nc2nnc(C)s2)c([N+](=O)[O-])cc1OC | 5 | 6 | -0.9 | -5 | -1 | -19 | 4 | -6 | -1.5
Cc1ccc(C(=O)N/N=c2\sc3ccccc3n2C)cc1 | -6 | -2 | -1.3 | -6 | 4 | -23 | 1 | -4 | -2.3
CCc1ccc2oc(-c3cccc(NC(=O)c4cccnc4)c3)nc2c1 | -2 | 14 | -2.7 | -1 | -1 | -9 | 9 | 5 | -2.9
COc1cccc(OC)c1C(=O)Nc1cccc2c1CCCC2 | -1 | 0 | 0.2 | -11 | -5 | 0 | 8 | 1 | -0.7
Cc1cc(NC(=O)CSCC(=O)N(C)Cc2ccc(F)cc2)no1 | -7 | -1 | -5.0 | -2 | -1 | -12 | 6 | -9 | -1.5
COc1ccc(CCNC(=O)c2c(O)c3ccccc3[nH]c2=O)cc1 | -6 | -2 | -1.5 | -9 | 4 | -12 | 6 | 0 | -1.6
CSc1ncnc2sc(C)c(C)c12 | -2 | -7 | -3.1 | -7 | 3 | 12 | 0 | -3 | -1.2
CCCNC(=O)c1ccccc1C(=O)NC1(C(=O)NCCC)CCCC1 | -9 | 7 | -1.6 | -6 | 1 | -7 | -4 | 2 | -2.7
O=C(NCCN1CCOCC1)[C@H](Cc1ccccc1)N1C(=O)c2ccccc2C1=O | -9 | 16 | -2.9 | 3 | 3 | -1 | 1 | 1 | -1.2
Cc1nc2ccc(CCO)cc2s1 | -1 | -1 | -5.9 | -2 | 6 | 10 | 2 | 8 | -0.8
CCOC(=O)c1ccc(NC(=O)CN(C)S(=O)(=O)c2ccc(Br)s2)cc1 | 0 | 3 | -2.8 | -10 | -3 | -28 | 10 | 1 | 0.1
CN(CC(=O)O)C(=O)c1ccccc1 | / | / | / | -2 | -2 | -23 | 3 | / | /
O=S1(=O)CC2SC(=S)N(Cc3ccccc3)C2C1 (stereo unspecified) | -5 | -15 | -2.8 | 0 | / | 2 | 1 | 0 | -1.5
Cn1c(CO)cnc1-c1ccccc1 | 4 | 11 | -1.3 | -10 | -3 | 28 | 0 | 8 | -0.7
O=C(NCCO)/C(=C\c1cccc([N+](=O)[O-])c1)NC(=O)c1ccco1 | -4 | 12 | -0.5 | -4 | -3 | -2 | 5 | -5 | -2.2
COc1ccc(S(=O)(=O)N2CCCC(C(=O)O)C2)cc1 (stereo unspecified) | 4 | 5 | -0.9 | -3 | 3 | -11 | 3 | 1 | 0.1
C/C(CC(C)C)=N\NS(=O)(=O)c1ccc(C)c([N+](=O)[O-])c1 | -2 | -6 | -3.4 | 2 | -5 | 9 | 2 | 3 | -0.4
COc1ccc(CN2C(=O)C3C4C=CC(C4)C3C2=O)cc1 (stereo unspecified) | -3 | -12 | -1.4 | -7 | 4 | 5 | 5 | 3 | -1.9
CCOc1ccc(S(=O)(=O)N2CCCCC2)cc1NC(=O)Cc1cccs1 | / | / | / | -8 | 3 | -4 | 4 | / | /
CCOC(=O)c1nn(-c2ccc(C)cc2)c(=O)cc1OCC(=O)Nc1cc(C)ccc1OC | / | / | / | -2 | -1 | 10 | 7 | / | /
Cc1noc(C)c1C(=O)Nc1cccnc1 | -6 | 7 | -3.7 | -4 | 1 | 8 | -2 | -8 | -1.6
O=C1CC(c2ccccc2)CC(O)=C1C=NCc1ccncc1 (stereo unspecified) | 4 | 23 | -0.4 | -3 | 0 | -19 | 1 | -8 | -0.5
O=C(CCn1cccn1)N1CCCC(N2CCN(c3cccc(Cl)c3)CC2)C1 (stereo unspecified) | -4 | 3 | -4.0 | -2 | -7 | 5 | / | 1 | 0.6
O=C1C2CCCN2C(c2ccccc2F)N1c1ccc(Cl)cc1 (stereo unspecified) | -5 | 28 | 0.7 | 1 | 3 | 27 | 0 | 1 | 0.8
COc1ccccc1C(=O)COC(=O)Cn1[nH]c(=O)c2ccccc2c1=O | / | / | / | -4 | 3 | 1 | -2 | / | /

(listing goes on)
SMILES | p-CIP stab down | UBC9 SUMO inh | IMP-1 inh | GalR3 antagonist | IDE act | CRFBP-R2 block | IDE cell inh | NS3 helicase inh | VIM-2 inhibitor
COC(=O)N/N=C/c1ccc(OS(=O)(=O)c2ccc(C)cc2)c(OC)c1 | -9 | 0 | 1.2 | 1 | -5 | -1 | -4 | 0 | 1.8
CCn1c(C)nc2cc(N)ccc21 | -2 | 14 | -4.9 | 3 | 2 | 6 | 2 | 4 | 1.4
COc1ccccc1N1CCN(S(=O)(=O)c2cccc3nsnc23)CC1 | -6 | 9 | -9.7 | -4 | 6 | -2 | -2 | -4 | -1.2
Cc1cccc(C(=O)Oc2ccc3ccc(O)cc3c2)c1 | -2 | -9 | -4.7 | -6 | 2 | 3 | 4 | 12 | -1.9
CCc1ncc(C)nc1CC | -6 | -6 | / | 0 | 1 | -5 | 4 | / | /
CCN(CC)/C(Sc1ccccc1)=C(\C(Cl)=C(Cl)Cl)[N+](=O)[O-] | 9 | -7 | -1.3 | -5 | 5 | 25 | -5 | 8 | -1.0
CCCCCCCCNC(=O)c1cnccn1 | -5 | -14 | 0.5 | -2 | -2 | 15 | 3 | 7 | -0.9
C#Cc1ccc(CN2CCN(Cc3ccsc3)C(CCO)C2)cc1 (stereo unspecified) | -3 | 2 | -1.7 | -1 | 3 | 2 | -4 | -4 | -0.9
COC(=O)C1(C)NC(c2ccco2)C2C(=O)N(c3ccc(F)cc3)C(=O)C21 (stereo unspecified) | -7 | 18 | -2.0 | -1 | 5 | -7 | -8 | 2 | -1.1
O=C(c1ccc(F)cc1)c1ccc(N2CCCC2)cc1 | -11 | 6 | -6.5 | 2 | 2 | 22 | -6 | -1 | -6.0
CCCN(CCC)S(=O)(=O)c1ccc(NC(=O)Cc2cccs2)cc1 | -3 | 30 | -1.4 | -4 | -1 | 13 | 2 | 3 | -1.7

From PubChem

Random draw from the library. About 3.2% of those tested had a hit in this group.
